# TDP1 cell noCPT – qHTS for Inhibitors of human tyrosyl-DNA phosphodiesterase 1 (TDP1): qHTS in cells in absence of CPT; AID 686978, 2013; DT40 Tdp1-/- hTDP1 cells, no CPT, ATP luminescence, 48 h; Potency, µM (series often up to 46.2 µM), without a hit: at the top dose activity change, negative = growth inhibition, usual class: inhibitors; 15% of 420,000 active; note: nearly all actives have a fitted effect of over 55% in size
#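 Cells were dispensed at 400 per well, compounds added by pin tool, plates incubated ≥48 hr at 37 °C, then CellTiter-Glo added for 30 min at room temperature before luminescence reading. Line: DT40 Tdp1-/- complemented with hTDP1; camptothecin omitted.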
# KAT2A inh – GCN5L2 (KAT2A) acetyltransferase inhibition; Q92830; GCN5L2 HAT assay, ThioGlo1 CoA-SH fluorescence; Potency, µM (doses to about 58.9 µM), for the others: at the top dose activity change, negative = inhibition, most hits filed as inhibitors; 0.21% of 390,000 active
# Target sequence (Q92830 whole entry, looked up): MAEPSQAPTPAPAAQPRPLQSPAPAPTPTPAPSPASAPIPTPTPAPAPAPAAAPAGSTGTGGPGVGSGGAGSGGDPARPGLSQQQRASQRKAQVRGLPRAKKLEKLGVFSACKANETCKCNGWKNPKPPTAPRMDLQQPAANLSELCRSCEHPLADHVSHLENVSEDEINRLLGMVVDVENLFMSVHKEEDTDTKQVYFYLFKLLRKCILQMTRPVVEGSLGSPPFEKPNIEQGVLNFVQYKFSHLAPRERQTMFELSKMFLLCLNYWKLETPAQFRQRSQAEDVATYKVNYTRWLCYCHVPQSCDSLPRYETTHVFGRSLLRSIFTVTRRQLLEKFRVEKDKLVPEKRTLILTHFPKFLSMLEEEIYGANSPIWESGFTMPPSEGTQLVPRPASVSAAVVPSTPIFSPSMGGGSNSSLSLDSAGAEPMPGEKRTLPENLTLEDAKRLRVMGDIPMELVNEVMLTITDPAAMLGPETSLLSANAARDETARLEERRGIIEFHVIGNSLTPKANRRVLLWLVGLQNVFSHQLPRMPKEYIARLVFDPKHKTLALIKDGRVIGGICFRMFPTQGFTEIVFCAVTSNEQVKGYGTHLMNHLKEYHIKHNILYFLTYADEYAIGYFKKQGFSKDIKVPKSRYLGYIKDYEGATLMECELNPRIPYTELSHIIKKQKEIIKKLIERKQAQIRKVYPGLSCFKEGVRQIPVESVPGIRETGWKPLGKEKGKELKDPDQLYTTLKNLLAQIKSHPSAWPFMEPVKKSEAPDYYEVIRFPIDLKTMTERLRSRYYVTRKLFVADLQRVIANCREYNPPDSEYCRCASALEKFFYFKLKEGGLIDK
#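 Fluorescence readout, Ex340nm/Em540nm: ThioGlo1 (50uM final) reacts with free CoA thiol released as 20nM GCN5L2 acetylates H3(1-25) peptide (75uM) using acetyl-CoA (70uM). Compound and enzyme sat 15 min beforehand; 20 min room-temperature reaction.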
# TDP1 block – blocks human tyrosyl-DNA phosphodiesterase 1 | Q9NUW8 | recombinant TDP1, AlphaScreen DNA substrate cleavage | Potency, µM (titrated, usually from 130 µM), for the others: at the highest dose activity change, negative = inhibition, hits mostly inhibitors | 0.28% of 350,000 active | AID 485290; note: nearly all actives have a fitted effect of over 40% in size
#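 Recombinant human Tdp1 (E. coli-expressed, 1 nM final) preincubated with compounds 15 min at room temperature, then 5'-biotin/3'-phosphotyrosine-FITC DNA substrate (15 nM final) added for 5 min. AlphaScreen beads (10 ug/ml final) added 10 min; cleavage lowers signal.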
# Numbers without * were called inactive; ? = inconclusive; . = not tested or not shown; [ ] = another dose, or the depositor's remark. Calls come from the whole dose curve; as a rule, active = well fitted curve in the direction sought with a large enough effect; inconclusive = small, poorly fitted or top-dose-only effect, or another doubt; inactive = no such curve, though single readings can be large; an effect the other way counts as inactive or inconclusive. % is set by controls: 0 for no effect and ±100 for the full control effect; potency is the fitted concentration of half-maximal effect.
Compound | TDP1 cell noCPT | KAT2A inh | TDP1 block
C[C@@H]1CN([C@@H](C)CO)C(=O)c2cc(NS(C)(=O)=O)ccc2O[C@H]1CN(C)Cc1ccc(Oc2ccccc2)cc1 | ? | -8.9% | 1.6%
COC(=O)c1ccc(NC(=O)CSC2=NCCN2)cc1 | 14.6µM* | 23.2% | .
COc1ccccc1N1CCN(C(=O)Cn2c(=O)nc(-c3ccccc3)c3ccccc32)CC1 | 14.6µM* | 19.4% | -1.2%
O=C(Cc1nnc(NC(=O)c2ccccc2)s1)N/N=C/c1ccco1 | 6.5% | -5.6% | 1.1%
Cc1ccc(/C=N/Nc2ccc(C(=O)O)cc2)s1 | -25.8% | ? | 2.5%
CCCn1ncc(CN2CCC(Cc3cccc(F)c3)(C(=O)OCC)CC2)c1C | ? | -4.1% | .
CN(C)C(=O)CN1C(=O)c2cccc3cccc1c23 | -8.5% | -3.1% | 0.2%
Cc1ccc(OCC(=O)NC(=S)Nc2cccc(NC(=O)c3ccc(Cl)cc3Cl)c2)cc1 | ? | 4.1% | 3.5%
O=C1CCN(Cc2ccccc2)C=C1c1ccc(Cl)cc1 | ? | -9.6% | 4.5%
COc1ccc(CCNC(=O)C2CC=CCC2C(=O)O)cc1 (centres undefined) | 19.7% | 4.9% | 3.0%
COC(=O)c1oc2ccccc2c1NC(=O)c1ccccc1O | ? | -18.0% | -2.4%
C=C(C)CSC1=C(C#N)C(c2ccccc2Cl)CC(=O)N1 (centres undefined) | ? | -1.2% | 7.4%
O=C(Nc1ccn(Cc2ccc(Cl)cc2)n1)c1ccccc1 | -27.6% | -1.5% | -5.5%
COc1ccc(CNC(=O)C[C@H]2C[C@H](C(=O)N(C(C)C)C(C)C)[C@@]3(C)c4[nH]c5ccc(Cl)cc5c4CCN3C2=O)cc1OC | 18.4µM* | -8.2% | 3.2%[56.1 µM]
Cc1ccc(S(=O)(=O)N(C)C)cc1NC(=O)COC(=O)COc1ccccc1[N+](=O)[O-] | 1.0% | -4.2% | -8.6%
CCOC(=O)c1[nH]c(C)c(C(=O)OC)c1C | 8.2% | -0.2% | 4.8%
CC(=O)Nc1ccc(S(=O)(=O)N(C)c2ccc(OCCOc3cccc(C)c3)cc2)cc1 | ? | -10.7% | 12.6µM*
CCc1c(-c2n[nH]c(=S)n2Cc2ccccc2)csc1C | 4.61µM* | -4.9% | 0.0%
CN(CC(=O)NCCc1ccc(F)cc1)Cc1cccc(Cl)c1 | ? | -3.7% | 2.6%
CC1=NN(c2ccccc2)C(=O)/C1=C\c1cn(C)c2ccccc12 | ? | -10.2% | 11.9%
O=S(=O)(Nc1nc2ccccc2s1)c1cnc(Cl)c(Br)c1 | ? | -1.3% | 3.8%
O=C(Nc1ccc(S(=O)(=O)NCC2CCCO2)cc1)C1CC(=O)N(c2ccccc2)C1 (centres undefined) | -10.9% | 0.6% | .
CC1COC2C(O1)N(S(C)(=O)=O)CCN2S(C)(=O)=O (centres undefined) | -9.7% | 2.0% | -3.1%
CCOC(=O)C1CCCN(c2c(N3CCN(c4ccccn4)CC3)c(=O)c2=O)C1 (centres undefined) | -13.3% | 0.2% | 1.0%
O=C(O)CCSc1nc2ccccc2n1CCOc1ccccc1 | 0.6% | -1.4% | 2.1%
C=CCN(CC=C)C(=O)c1cc(Cl)ccc1[N+](=O)[O-] | -9.6% | -1.5% | 5.9%
S=C(NCc1ccco1)N1CCOCC1 | -2.4% | -0.2% | -7.4%
O=C(Nc1nccs1)c1ccc[nH]c1=O | -6.8% | -5.6% | .
O=C(CN(C(=O)c1csnn1)c1cccc(F)c1)NCc1ccc(F)cc1 | -2.7% | -5.5% | -7.3%
CCN(CC)c1ccc(NC(=O)CCc2c(C)nc3ncnn3c2C)c(C)c1 | ? | -1.5% | -4.6%
O=S(=O)(Nc1ccc(Br)cc1)c1cccc(NC(=S)NCCN2CCOCC2)c1 | ? | 3.9% | 8.2%
O=c1cc(-c2ccsc2)oc2ccc(-c3ccc4cc[nH]c4c3)cc12 | ? | -10.7% | 2.5%
CCNc1nc(N2CCCCC2)nc(-n2nnc(C(=O)OCC)c2C)n1 | ? | -13.6% | 0.0%
N#CCC(=O)NCCCOC(=O)Nc1ccc(Cl)c(Cl)c1 | ? | -0.5% | -1.0%
Cc1ccc(Cn2cc(C(=O)c3ccc(F)cc3)c(=O)c3cc4c(cc32)OCO4)cc1 | ? | -10.5% | 8.1%
Cc1ccccc1CC(=O)Nc1ccc2c(C)cc(=O)oc2c1 | 1.3% | -6.1% | ?
O=C(O)CSC(NC(=O)c1cccnc1)(C(F)(F)F)C(F)(F)F | -1.7% | 2.8% | 0.0%
COc1cccc(NC(=O)c2cccs2)c1 | 0.9% | -0.9% | 3.1%
COc1ccc(CC(=O)Nc2ccncc2Cl)cc1 | 1.84µM* | ? | 2.7%
CCc1ncc(CN2CCC(C(=O)Nc3cccc(-c4cscn4)c3)CC2)cn1 | ? | 0.0% | 6.4%[56.1 µM]
Cc1cc(C)nc(/N=C(\N)Nc2ccc(S(=O)(=O)O)cc2)n1 | 7.5% | 3.2% | 0.0%
Cc1ccc(OC(C)C(=O)Nc2ccncc2)cc1C (centres undefined) | ? | -4.9% | .
CCOC(=O)Cc1csc(NC(=O)CC(C)(C)CC(=O)O)n1 | -5.4% | -0.3% | -2.6%
COc1cccc(Nc2sc(C(=O)c3ccc(F)cc3)c(N)c2C(=O)NCc2ccc(Cl)cc2)c1 | 20.6µM* | -17.1% | 10.3%
CN(C)C(=O)c1cccn(Cc2ccc(C(F)(F)F)cc2)c1=O | -4.0% | 0.8% | 2.5%
CCC(=O)N1CCN(c2ccccc2NC(=O)COc2cccc(C)c2C)CC1 | ? | ? | 1.8%
Cc1ccc(C(=O)OC(C)C(=O)N(C)C2CCCCC2)cc1S(=O)(=O)N1CCCCC1 (centres undefined) | 23.1µM* | -0.4% | 0.1%
COc1cccc(CC(=O)Nc2ccccc2C(=O)N2CCOCC2)c1 | -25.9% | -0.1% | 0.0%
O=c1oc([C@@H](O)c2ccccc2)cc2ccccc12 | -13.4% | 0.7% | 0.7%
CCS(=O)(=O)N1CCC(C(=O)NCc2ccc(F)cc2Cl)CC1 | -10.1% | 23.8% | -5.4%
CCCn1ncc2c(Nc3ccc(C)c(C)c3)ncnc21 | ? | -3.1% | 4.0%
CC(C)CCOc1ccc(/C=N/N2C(=O)CSC2=S)cc1 | ? | 0.8% | .
O=C(CCn1nc(-c2ccccc2)ccc1=O)N1CCN(c2ccccn2)CC1 | -28.8% | -8.2% | 9.1%
O=C(CN1CCN(c2ccccc2O)CC1)Nc1ccnn1C1CCCC1 | 20.6µM* | -6.3% | -0.1%[56.1 µM]
Cc1cccc(CC2CC(=O)N(c3ccccc3)C2=O)c1 (centres undefined) | -18.7% | -1.0% | -4.3%
CC(C)N1CCC(N2CCN(CC#Cc3ccccc3)CC2CCO)CC1 (centres undefined) | ? | -18.1% | .
c1ccc(-c2noc(-c3cccs3)n2)nc1 | ? | 0.7% | 2.2%[56.1 µM]
CCC[C@H](CN[C@@H](CNC)[C@H](C)CC)NCCc1cc(C(F)(F)F)cc(C(F)(F)F)c1 | 3.26µM* | ? | .
O=S(=O)(O)c1cc2oc(-c3ccccc3)nc2c2ccccc12 | -0.3% | -3.9% | .
Cc1ccc(S(=O)(=O)N(Cc2nc(-c3ccc(Cl)cc3)no2)C2CCCCC2)cc1 | 16.4µM* | -3.1% | -2.5%

# Pulled one by one from above, 3 records:
Compound | TDP1 cell noCPT | KAT2A inh | TDP1 block
CCS(=O)(=O)N1CCC(C(=O)NCc2ccc(F)cc2Cl)CC1 | -10.1% | 23.8% | -5.4%
COc1cccc(NC(=O)c2cccs2)c1 | 0.9% | -0.9% | 3.1%
COc1cccc(Nc2sc(C(=O)c3ccc(F)cc3)c(N)c2C(=O)NCc2ccc(Cl)cc2)c1 | 20.6µM* | -17.1% | 10.3%

# Look-ups from the results shown:
# Reading of CCc1ncc(CN2CCC(C(=O)Nc3cccc(-c4cscn4)c3)CC2)cn1 in KAT2A inh: 0.0%
# Reading of CCOC(=O)c1[nH]c(C)c(C(=O)OC)c1C in TDP1 cell noCPT: 8.2%
# Reading of CCOC(=O)C1CCCN(c2c(N3CCN(c4ccccn4)CC3)c(=O)c2=O)C1 (centres undefined) in KAT2A inh: 0.2%
# Reading of COc1ccc(CC(=O)Nc2ccncc2Cl)cc1 in TDP1 cell noCPT: 1.84µM*
# Reading of CC(=O)Nc1ccc(S(=O)(=O)N(C)c2ccc(OCCOc3cccc(C)c3)cc2)cc1 in TDP1 block: 12.6µM*

# The results go on.
Compound | TDP1 cell noCPT | KAT2A inh | TDP1 block
COc1ccc(-n2nnnc2SCC(=O)N2CCOCC2)cc1 | -18.7% | -5.0% | 2.2%
NS(=O)(=O)c1cccc(NC(=O)CSc2nc3ccccc3c(=O)n2CC2CCCO2)c1 (centres undefined) | -16.3% | -14.8% | -8.3%
O=C(CN1C(=O)/C(=C/c2ccccc2F)SC1=S)NC1C=CS(=O)(=O)C1 (centres undefined) | -12.7% | 2.4% | -8.9%
O=C(Cc1ccc(Cl)c(Cl)c1)Nc1ccc(S(=O)(=O)Nc2ncccn2)cc1 | -20.2% | 0.2% | 11.0%
CCCOc1ccc(C2C(=O)N(C3CCCCC3)CC(=O)N2CCCOCC)cc1OC (centres undefined) | -24.3% | -0.4% | 3.1%
O=C(CSCC(=O)Nc1nccs1)Nc1ccccc1 | -19.5% | -7.0% | 4.2%
O=C(NC1CCCC1)C1CCC(=O)N1CCc1ccccc1 (centres undefined) | 2.1% | -4.8% | 3.0%
O=C(c1nc(-c2ccccc2)n(-c2ccccc2)n1)N1CCCCCC1 | ? | 1.4% | 1.0%
COc1ccccc1-c1nnc2sc(COc3ccc(Cl)cc3)nn12 | 16.4µM* | -2.3% | 6.2%
COc1cccc(CN(C)CC(=O)NC(=O)NCc2ccco2)c1 | -14.4% | -18.7% | ?
Cc1ccc(NC(=O)NC(=O)c2cnccc2C(F)(F)F)c(C)c1 | -25.8% | -10.5% | 2.5%
COc1ccc(Nc2nn3c(=O)c4cc5c(cc4nc3s2)OCO5)c(OC)c1 | ? | -2.8% | -2.9%

# A second format for some results above:
canonical_smiles: COc1cccc(CN(C)CC(=O)NC(=O)NCc2ccco2)c1
- TDP1 cell noCPT: -14.4%
- KAT2A inh: -18.7%
- TDP1 block: ?
canonical_smiles: Cc1ccc(NC(=O)NC(=O)c2cnccc2C(F)(F)F)c(C)c1
- TDP1 cell noCPT: -25.8%
- KAT2A inh: -10.5%
- TDP1 block: 2.5%

# New compounds follow.
Compound | TDP1 cell noCPT | KAT2A inh | TDP1 block
CNC(=S)N1CCN(c2nc3ccccc3s2)CC1 | -15.0% | -2.5% | ?
COC(=O)N/N=C/c1cc(C)n(-c2ccc(F)cc2)c1C | ? | -3.4% | 3.7%
CCOC(=O)c1c(-c2ccc(C)s2)csc1N | ? | -13.5% | 5.1%
COc1ccc(Cl)cc1NS(=O)(=O)c1ccc(S(=O)(=O)N2CCCC2)cc1 | -12.9% | -12.5% | 0.0%
Nc1ccc2c(c1)COc1ccccc1O2 | -1.9% | -0.1% | 4.2%
O=C(c1cccnc1Cl)N(Cc1ccccc1)Cc1ccccc1 | 9.2µM* | -4.4% | 1.2%
COc1cc(/C=C/C(=O)OCC(=O)Nc2cc(C)c(C)cc2[N+](=O)[O-])ccc1O | -2.4% | 7.9% | .
Cc1cc(Nc2ccccc2)n2nc(C)c(-c3ccccc3)c2n1 | ? | -6.2% | .
CCOc1ccc(C2N(c3ccc(OC)cc3)C(=O)C3CCCN32)cc1OC (centres undefined) | -8.8% | -0.5% | -1.0%
Cc1ccc(OCC(=O)NNC(=S)NC(=O)C2CCCCC2)c(C)c1 | 20.6µM* | -3.0% | 5.7%

# Single records, as listed above:
# Entry for CCOc1ccc(C2N(c3ccc(OC)cc3)C(=O)C3CCCN32)cc1OC (centres undefined) → TDP1 cell noCPT: -8.8%; KAT2A inh: -0.5%; TDP1 block: -1.0%
# Entry for COc1cc(/C=C/C(=O)OCC(=O)Nc2cc(C)c(C)cc2[N+](=O)[O-])ccc1O → TDP1 cell noCPT: -2.4%; KAT2A inh: 7.9%; TDP1 block: .

# Some of the compounds tested; the hit share may differ from the screen's.
